TNF necrop inh: inhibitors of TNF-alpha induced necroptosis in Jurkat FADD-/- cells. Jurkat FADD-/- TNF necroptosis rescue, ATP luminescence, 24 h; 0 = TNF only, 100 = no-TNF cells. activation (protection from cell death), % at 10 µM. 0.068% of 220,000 active;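 active means activation, meaning protection from cell death, of at least 50% relative to plate controls; inactive means activation below 50%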;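 further: necroptosis triggered by 40 ng/mL TNF-alpha added together with compound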
thrombin 1536: thrombin (human) inhibition | P00734 | alpha-thrombin, Boc-VPR-AMC fluorogenic substrate cleavage | inhibition, % at 5 µM | 0.26% of 220,000 active | AID 1046;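 active means inhibition at or above 40%; inactive means inhibition below 40%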;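 further: 0% = enzyme with no compound and 100% = wells without enzyme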
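System – human alpha-thrombin · Medium – pH 7.5 Tris (50 mM) with NaCl 150 mM, Tween 20 0.05% · Compound – single-point dosing at 5 µM, 0.2% DMSO · Incubation – enzyme reaction carried out at room temperature · Technique – fluorescence of released AMC, ex 355 nm, em 460 nm · Read-out basis – % inhibition of thrombin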
Hck Nef HTS: blocks Nef-activated human Hck kinase; P08631; Recombinant Hck-YEEI plus Nef, Z-Lyte FRET kinase assay; inhibition, % at 20 µM; 0.68% of 220,000 active; AID 463187;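 active means Hck-Nef kinase inhibition above about 50%, limit read from the data; inactive means inhibition below that limit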;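 further: 0% = DMSO with Hck plus Nef and 100% = Hck alone without Nef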
KCC2 mod: modulates chloride dependent transport by human KCC2 | KCC2 cells, thallium flux FluoZin-2 fluorescence | B-score of Tl+ flux slope (higher = more flux/activation; lower = inhibition) at 10 µM | 2.2% of 190,000 active;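 active means thallium flux slope and its plate-corrected score both differing from the plate sample mean at a set confidence after two filtering rounds, in either direction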;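 further: slope of fluorescence scaled to starting intensity during 10 to 20 s after thallium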
KLK5 inh: inhibitors of human kallikrein 5; Q9Y337; recombinant hK5, fluorogenic AMC substrate cleavage; inhibition, % at 5 µM; 0.59% of 210,000 active;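 active means inhibition of 40% or more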;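 further: 0% = enzyme controls without compound and 100% = no-enzyme blanks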
Rad51 HR inh: Rad51 (human) homologous recombination inhibition. hRad51 DNA strand exchange, fluorescence dequenching. inhibition, % at 10 µM. 0.085% of 200,000 active. AID 1385;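 active means inhibition above 40% at the single screening dose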;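 further: 0% = DMSO control wells and 100% = blanks with heterologous ssDNA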
Target sequence (Q06609 whole entry, looked up): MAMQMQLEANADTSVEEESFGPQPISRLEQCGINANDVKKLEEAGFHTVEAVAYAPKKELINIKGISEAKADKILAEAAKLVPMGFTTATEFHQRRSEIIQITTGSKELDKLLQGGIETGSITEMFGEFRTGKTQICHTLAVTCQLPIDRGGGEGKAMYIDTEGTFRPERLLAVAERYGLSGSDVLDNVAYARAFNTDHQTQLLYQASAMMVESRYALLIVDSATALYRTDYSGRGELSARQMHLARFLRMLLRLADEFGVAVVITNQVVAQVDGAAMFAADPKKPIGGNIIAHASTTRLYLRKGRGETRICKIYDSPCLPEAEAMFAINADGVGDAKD
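Material: Human Rad51 nucleoprotein filaments preassembled on unlabelled ssDNA | Also added: Labelled 47-mer dsDNA for strand exchange | Dosing: Single dose, 10 µM final compound | Schedule: 30-min compound preincubation and 15-min exchange, both room temperature | Technique: Fluorescence dequenching at 485/520 nm | Measure: Percent inhibition relative to plate controls and blanks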
FXIa inh 1536: inhibitors of human coagulation factor XIa. 0.14% of 220,000 active. purified FXIa, Boc-Glu-Ala-Arg-AMC fluorogenic substrate. inhibition, % at 5 µM. P03951;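 active means inhibition of at least 40%; inactive means inhibition below 40%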;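 further: fluorescence of freed AMC excited at 355 nm; 0% = enzyme without compound and 100% = no enzyme blank; many of its hits are not listed in these tables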
zVAD death inh: blocks zVAD induced death of L929 cells | L929 zVAD necroptosis rescue, ATP luminescence, 24 h; with zVAD 60 µM | viability rescue, % at 10 µM | 0.38% of 220,000 active | AID 1377;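 active means activation, scaled between plate controls, above about 75%, limit read from the data; inactive means activation under that limit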;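 further: 0% = zVAD with DMSO and 100% = DMSO alone without zVAD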
FXIIa inh 1536: factor XIIa (human) inhibition; P00748; purified FXIIa, Boc-QGR-AMC fluorogenic substrate, 2 h; inhibition, % at 5 µM; 0.3% of 220,000 active; AID 800; in the data active means inhibition above about 40%;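 further: 0% = enzyme with no compound and 100% = blank without enzyme; many of its hits are not listed in these tables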
Target sequence (P00748 20-372 limits assumed): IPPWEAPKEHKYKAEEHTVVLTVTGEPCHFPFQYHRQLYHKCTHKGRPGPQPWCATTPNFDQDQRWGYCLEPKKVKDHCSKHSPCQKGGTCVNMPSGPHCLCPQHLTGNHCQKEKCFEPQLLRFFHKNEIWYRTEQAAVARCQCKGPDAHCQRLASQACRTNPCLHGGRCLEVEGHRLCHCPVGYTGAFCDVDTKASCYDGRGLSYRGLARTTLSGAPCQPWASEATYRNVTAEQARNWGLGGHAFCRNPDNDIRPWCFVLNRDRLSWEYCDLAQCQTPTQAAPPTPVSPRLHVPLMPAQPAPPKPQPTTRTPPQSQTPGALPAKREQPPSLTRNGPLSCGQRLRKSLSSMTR
Target sequence (P00748 373-615 limits assumed): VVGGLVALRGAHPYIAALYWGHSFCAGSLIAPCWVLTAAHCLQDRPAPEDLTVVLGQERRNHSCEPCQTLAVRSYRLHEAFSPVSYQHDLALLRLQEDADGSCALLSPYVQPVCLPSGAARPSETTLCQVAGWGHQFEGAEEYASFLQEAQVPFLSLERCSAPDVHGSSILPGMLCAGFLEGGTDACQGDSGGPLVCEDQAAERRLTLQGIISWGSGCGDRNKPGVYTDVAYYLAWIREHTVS
The depositor's hits bear a star; · = not tested or not shown. This is a subset, so the mix of outcomes need not match the whole.

SMILES | TNF necrop inh | thrombin 1536 | Hck Nef HTS | KCC2 mod | KLK5 inh | Rad51 HR inh | FXIa inh 1536 | zVAD death inh | FXIIa inh 1536
COC(=O)c1sccc1NC(=S)N1CCN(c2ccccc2F)CC1 | 1.4 | -9 | -1 | 0.34 | -2 | -8 | -4 | 1.4 | 4
N#C/C(=C\c1ccccc1)C(=O)Nc1nncs1 | 1.1 | 0 | 17 | -0.062 | 2 | · | 4 | 2.2 | 5
Cc1cccc(-c2n[nH]c([N+](=O)[O-])n2)c1 | -2.5 | 3 | -1 | -1.9 | -20 | -9 | 4 | -0.1 | 12
CC(=O)Nc1ccc(S(=O)(=O)Nc2cccc(NC(=O)c3ccco3)c2)cc1 | 3.0 | -8 | -13 | -1.1 | -3 | -2 | -4 | 1.2 | 1
CCOC(=O)c1sc(-c2ccc(OC)cc2)cc1NC(C)=O | 1.1 | -10 | 4 | 0.67 | -3 | 7 | 7 | 0.3 | 7
O=C1c2ccc([N+](=O)[O-])cc2C(=O)N1c1ccc(Cl)cn1 | -0.4 | -11 | 20 | 0.92 | -5 | -3 | -5 | 8.7 | 6
CCn1c(=O)c(C(C)=O)nc2ccccc21 | -3.0 | 4 | 5 | 0.44 | -1 | 5 | 7 | 0.6 | 16
COc1ccc(NC(=S)NCCCN2CCCC2)cc1Cl | -3.1 | -5 | 0 | -0.08 | -2 | -4 | -3 | 1.4 | 6
CS(=O)(=O)N1CCN(c2ccnc3cc(Cl)ccc23)CC1 | 1.0 | -2 | 8 | -0.085 | 1 | 6 | -2 | 1.9 | 6
COc1nccnc1NS(=O)(=O)c1ccc(N=Cc2c(C)[nH]n(-c3ccc(C)c(C)c3)c2=O)cc1 | -10 | 5 | 3 | · | 12 | · | 5 | 0.6 | 15
C/C(=N\NC(=O)c1ccc(CSc2nc(C)cc(C)n2)cc1)c1ccco1 | -1.3 | -1 | 3 | 0.94 | -8 | 18 | -4 | -0.2 | 3
COc1ccc(-n2c(C)nc3cc(C(=O)NCCN4CCOCC4)ccc32)cc1 | 0.5 | 2 | 0 | -6.3* | 2 | 1 | 4 | 0.6 | 10
Cn1c(CNC(=O)c2ccco2)nnc1SCC(=O)Nc1cccc(Br)c1 | 0.4 | -2 | -15 | · | -12 | -6 | 2 | -0.2 | 20
COc1ccc(C)cc1NC(=O)C(OC(=O)C1CC1)c1ccccc1 (stereo not drawn) | -0.2 | -8 | -5 | -2.2 | -4 | -9 | -6 | 1.1 | ·
Cc1sc2ncnc(NCCCO)c2c1C | -0.6 | -7 | 0 | · | -3 | 0 | 0 | 1.5 | 12
FC(F)(F)c1cccc(Cc2noc(CN3CCCC(OCc4ccccn4)C3)n2)c1 (stereo not drawn) | 1.2 | -5 | 26 | 0.73 | 2 | -5 | -2 | 1.6 | 8
O=C(O)CCC(=O)Nc1cc(C(F)(F)F)cc(C(F)(F)F)c1 | 1.2 | -10 | -3 | · | -6 | 17 | -1 | 0.9 | 0
C=CCNC(=S)NCc1ccccc1OC | -1.1 | 4 | 6 | -1.3 | -5 | 30 | -3 | 0.1 | 10
OC1(c2ccc3c(c2)OCO3)CCN(Cc2ccc(F)cc2)CC1 | 2.0 | -6 | 24 | 0.34 | -3 | 0 | -5 | -0.9 | 5
Cn1cc(S(=O)(=O)c2ccccc2)n(C)c1=O | -0.8 | 5 | 6 | -0.34 | -3 | 20 | 0 | 0.0 | 8
CCn1c(SCC(=O)NNC(=O)c2ccc(OC)cc2)nnc1-c1cccnc1 | 1.5 | -4 | 20 | -0.68 | -3 | 7 | -5 | 0.7 | 5
Cc1ccc(NC(=O)CC2C(=O)NC3CCCCC3N2C(=O)c2ccc(F)cc2)cc1C (stereo not drawn) | -0.8 | 18 | -4 | 0.034 | 32 | -3 | 3 | 0.5 | 5
CNc1ncc(C(=O)c2ccccc2)s1 | 4.8 | 7 | 1 | 0.42 | -6 | -3 | 8 | 3.7 | 16
Cc1ccc(C)c2c1cc(C)c1nnc(SCC(=O)NCc3ccc4c(c3)OCO4)n12 | 1.0 | -5 | 5 | -1.8 | -14 | 1 | -2 | 0.3 | 7
O=C(c1cccs1)N(c1cccc(Cl)c1)C1C=CS(=O)(=O)C1 (stereo not drawn) | 0.3 | 10 | 24 | 0.42 | -1 | -1 | -2 | 0.4 | 10

Complete entries from above. Order of screens: TNF necrop inh, thrombin 1536, Hck Nef HTS, KCC2 mod, KLK5 inh, Rad51 HR inh, FXIa inh 1536, zVAD death inh, FXIIa inh 1536
C/C(=N\NC(=O)c1ccc(CSc2nc(C)cc(C)n2)cc1)c1ccco1 reads -1.3, -1, 3, 0.94, -8, 18, -4, -0.2, 3
Cc1cccc(-c2n[nH]c([N+](=O)[O-])n2)c1 reads -2.5, 3, -1, -1.9, -20, -9, 4, -0.1, 12
COc1nccnc1NS(=O)(=O)c1ccc(N=Cc2c(C)[nH]n(-c3ccc(C)c(C)c3)c2=O)cc1 reads -10, 5, 3, ·, 12, ·, 5, 0.6, 15
N#C/C(=C\c1ccccc1)C(=O)Nc1nncs1 reads 1.1, 0, 17, -0.062, 2, ·, 4, 2.2, 5

(next part)
SMILES | TNF necrop inh | thrombin 1536 | Hck Nef HTS | KCC2 mod | KLK5 inh | Rad51 HR inh | FXIa inh 1536 | zVAD death inh | FXIIa inh 1536
CS(=O)(=O)N(Cc1ccco1)Cc1ccccc1Cl | -1.1 | -2 | 0 | · | -12 | -4 | -3 | -0.1 | 14
O=C(CN1CCCC1)NC1C2CC3CC(C2)CC1C3 (stereo not drawn) | 0.1 | 3 | 0 | 0.24 | -3 | -8 | 0 | -0.2 | 6
COc1cc(C)c2occ(/C(C)=N\O)c2c1 | -0.7 | -7 | 3 | -0.041 | 10 | -3 | -1 | 0.5 | -5
O=C1C2C3C=CC(C4CC34)C2C(=O)N1/N=C/c1ccc(-c2cccc([N+](=O)[O-])c2)o1 (stereo not drawn) | 2.1 | 1 | 5 | -1.6 | -5 | 7 | 6 | 0.9 | 2
Cc1nc(N2CCC(C)CC2)c(C#N)c(C)c1[N+](=O)[O-] | -0.1 | -8 | 17 | · | -5 | 4 | -5 | 0.4 | 2
COCCOC(=O)C1=C(C)NC(=O)NC1c1c(OC)ncnc1OC (stereo not drawn) | -0.8 | -5 | 3 | 1 | -23 | -6 | -22 | 1.9 | -2
Nc1ccc(N2CCCCC2)c2nonc12 | -4.8 | 1 | 24 | 0.0021 | -3 | 13 | -5 | -1.1 | 5
CCN1CCN(Cc2ccc(NC(=O)c3ccc(C)c(NC(=O)c4cccc5[nH]ccc45)c3)cc2C(F)(F)F)CC1 | 6.1 | 0 | 48 | 0.12 | -1 | -4 | -1 | 72 | 7
CCN1CCN(C(=O)NC(c2ccc(C)c(F)c2)C(Cl)Cl)CC1 (stereo not drawn) | 0.9 | 3 | 9 | -0.47 | 0 | 4 | -2 | 0.7 | 6
CCN1CCN(C(=O)Nc2cccc3ccccc23)CC1 | 0.8 | -3 | 3 | -0.19 | -23 | -1 | -3 | -0.1 | 3
CC(C)COP(=O)(c1ccc(N(C)C)cc1)C(O)c1cccnc1 (stereo not drawn) | -2.3 | 0 | 7 | 0.38 | -1 | 12 | -4 | 0.1 | 10
COc1cc(CSc2ncn[nH]2)c(OC)cc1CSc1ncn[nH]1 | 1.1 | 5 | 0 | · | -13 | -3 | 10 | 0.7 | 21
COc1cccc(OCCn2cc(C(=O)c3ccco3)c3ccccc32)c1 | -2.3 | -5 | 1 | -0.18 | -17 | -13 | 6 | 0.6 | 10
COc1ccc(OC)c(CN2CCN(C(=O)c3cccc4ccccc34)CC2)c1 | -1.4 | 4 | 0 | -0.25 | 44* | -4 | -1 | 0.1 | 17
CC1C(C#N)=C(N)OC2=C1C(=O)CC(C)(C)C2 (stereo not drawn) | -0.5 | -12 | 0 | 0.13 | -8 | 3 | -8 | 0.0 | 11
CCOC(=O)C(Cc1ccc(O)cc1)NC(=O)CNC(=O)C1CCCN1C(=O)OC(C)(C)C (stereo not drawn) | -0.2 | 3 | 2 | 0.77 | · | · | 0 | -0.3 | 7
NS(=O)(=O)c1cccc(NS(=O)(=O)c2ccc(/C=C/C(=O)OCC(=O)c3ccc(Br)cc3)cc2)c1 | -1.8 | 2 | 12 | 0.18 | · | · | 3 | 0.6 | 6
CCC(C)Cn1c(C(C)C)nc2ccccc21 (stereo not drawn) | -0.3 | -10 | -9 | -2.1 | -6 | 0 | -6 | 1.6 | ·
COc1cc(C(=O)O/N=C2\CCCc3c2ccc(OC)c3[N+](=O)[O-])cc(OC)c1OC | -0.1 | -7 | 13 | -0.1 | -3 | · | -6 | 0.0 | 10
O=C(Nc1ccc2c(c1)OCO2)Oc1ccccc1 | -3.6 | 2 | -3 | -0.79 | -6 | -3 | 0 | 0.4 | 17
COc1ccc(NC(=O)CSc2n[nH]c(C(C)C)n2)c([N+](=O)[O-])c1 | -0.4 | -1 | 18 | 0.71 | -10 | -3 | -3 | -0.3 | 0
O=C(NCCN1CCOCC1)N1CCOCC1 | -0.4 | 0 | 0 | 0.28 | -15 | -2 | -7 | 0.2 | -2
O=C(NNC(=O)c1cc(-c2ccccc2)nc2ccccc12)Nc1cccc(Cl)c1 | -3.8 | -6 | 5 | 1.3 | 6 | 21 | -7 | -0.3 | -4
COc1ccc2[nH]c3c(NCCN(C(C)C)C(C)C)ncnc3c2c1 | 7.2 | 1 | 1 | 0.63 | -62 | 4 | 7 | 1.1 | 10
Cc1nn(-c2ccc(Cl)c(Cl)c2)c(=O)c2ccccc12 | -1.7 | 2 | 1 | 0.028 | -1 | -6 | 6 | -0.2 | 23

Next part:
SMILES | TNF necrop inh | thrombin 1536 | Hck Nef HTS | KCC2 mod | KLK5 inh | Rad51 HR inh | FXIa inh 1536 | zVAD death inh | FXIIa inh 1536
Cc1cnc(NC(=O)C(C)N2CCN(C)CC2)s1 (stereo not drawn) | 1.1 | -5 | 21 | 0.47 | -2 | 11 | -1 | 1.1 | 1
O=C(CN1CCN(Cc2cccc(Cl)c2)C1=O)NCC1CCCO1 (stereo not drawn) | -0.1 | -7 | 1 | 0.41 | -27 | 1 | 0 | -0.3 | 9
CC(C)(C)OC(=O)N1CCC(CNC(=O)c2ccccc2)CC1 | 2.9 | 3 | 3 | -0.29 | 5 | 26 | 4 | 0.5 | 10
Cc1ccc(NC(=S)N(Cc2ccco2)C(C)c2cccs2)c(Cl)c1 (stereo not drawn) | -1.7 | 1 | -4 | -0.53 | -3 | -5 | -1 | -0.2 | 10
O=[N+]([O-])c1cccc2cn[nH]c12 | 1.9 | -3 | 4 | 0.24 | -14 | -4 | -1 | 2.3 | 6
Cc1ccc(C)c2c1c1ccccc1n2C | 2.1 | -9 | -23 | 0.52 | -7 | -2 | -5 | 0.4 | 0
Cc1ccc(N(CC(=O)NC(C)(C)C)C(=O)CNC(=O)c2cccs2)cc1 | -0.2 | 2 | 13 | 0.67 | 4 | · | 0 | 0.2 | 7
CCCCN(CCCC)CCNC(=O)Cc1nc2c(c(=O)[nH]c(=O)n2C)n1C | -0.6 | 7 | -7 | -0.26 | 34 | 9 | 4 | · | 17
CC(C)(C)c1ccc(C(=O)NNC(=S)NCC2CCCO2)cc1 (stereo not drawn) | 1.4 | -4 | 9 | -1.9 | -26 | 6 | 8 | 13 | 9
Cn1cccc1C(=O)NC(=O)COC(=O)c1ccccc1Sc1ccccc1C#N | -5.2 | 6 | 1 | · | 11 | 5 | -1 | 0.0 | 13
